High-throughput results from PubChem.
MKP-3 inhibition = inhibition of rat DUSP6 enzyme activity – biochemical, in vitro, primary screen (AID 425); recombinant MKP-3 phosphatase activity, fluorescence; higher % means a stronger effect; one-dose inhibition, % at 20 µM; IC50 in µM for titrated hits; actives 0.17% (n = 110,000); in the data active means inhibition above about 50%;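 further: plate controls were vehicle for no effect and reference inhibitor for full effect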
Hsp70 displacement = Hsp70 inhibitors, probe displacement, primary screen, biochemical, fluorescence polarization (AID 583). actives 0.06% (n = 140,000). displacement, % at 20 µM, or IC50 in µM where a hit was titrated. Hsp70 fluorescence polarization probe displacement, mP; higher % means a stronger effect; in the data active means displacement above about 50%;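 further: plate controls were vehicle for no effect and reference ligand for full effect; a part of the inactive calls stands beside numbers as strong as those of hits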
Starred values were filed as active, the others as inactive; . = no result given; & = joins results of further samples.

Hsp70 displacement | MKP-3 inhibition | Compound
-1.3% | -15% | COc1ccc(OC)c(CNC(=O)CCN2C(=O)COc3ccccc32)c1
2.4% | -9% | COc1ccc2nc(NC(=O)Cn3cnc4c(=O)n(C)c(=O)n(C)c43)sc2c1
-1.4% | . | c1ccc(CSc2n[nH]c(-c3ccco3)n2)cc1
0.7% | -9% | Cc1ccc(NC(=O)CN2C(=O)NC(Cc3ccccc3)C2=O)cc1 (stereo not drawn)
6.2% | 1% | O=C(Cn1cnc2ccccc2c1=O)NCCC(=O)N1CCN(c2ccccc2)CC1
-0.4% | 1% | CC1(C(=O)O)CCC(C(=O)Nc2cccc(F)c2)C1(C)C (stereo not drawn)
-3.1% | . | COc1cc(OC)cc(C(=O)n2cnnc2N)c1
0.1% | 1% | COc1ccc(NC(=O)CSc2nnc(Cn3c(=O)sc4ccccc43)n2C)cc1OC
2.9% | -12% | Cc1cc(C)nc(NC2=NCCN2C(=O)NC2CCCCC2)n1
-3.7% | -12% | Cc1onc(-c2ccccc2)c1C(=O)NCCc1c[nH]c2ccccc12
1.0% | -9% | COC(=O)c1c(NC(=O)c2ccco2)sc(C(=O)N2CCCC2)c1C
-4.1% | 1% | O=C(O)C(Cc1c[nH]c2ccccc12)NS(=O)(=O)c1ccc([N+](=O)[O-])cc1 (stereo not drawn)
-1.9% | -1% | COc1ccccc1-n1cnc2cc(Nc3nnc(C)c4ccccc34)ccc21
4.6% | 2% | O=C1CC(c2cc([N+](=O)[O-])ccc2Cl)c2cc(Br)c3ccccc3c2N1 (stereo not drawn)
4.1% | -8% | CC(C)C(OC(=O)c1cc2sccc2n1C)C(=O)NCC1CCCO1 (stereo not drawn)
7.9% | 1% | Cc1cnc(NC(=O)C2=C(O)c3ccccc3S(=O)(=O)N2C)s1
1.0% | -3% | COc1cc(/C=N/n2cnnc2)cc(OC)c1O
2.3% | . | CC(C)CC(=O)N1CCC(N2CCN(c3ccccc3)CC2)CC1
1.3% | . | CCCCc1nc(NCc2ccccc2)c(C#N)c2c1COC(C)(C)C2
-1.9% | 3% | CSc1ccc(C2CC(=O)Nc3c2cc(Br)c2ccccc32)cc1 (stereo not drawn)
4.0% | -11% | Cc1ccc(C)c(N2CCN(C(=O)CCCCn3c(=O)[nH]c4ccccc4c3=O)CC2)c1
3.1% | -1% | CC1CN(S(=O)(=O)c2cccc(-c3cn4cccnc4n3)c2)CC(C)O1 (stereo not drawn)
-0.2% | -7% | COc1ccc(/C(O)=C2/C(=O)C(=O)N(Cc3cccnc3)C2c2ccccn2)cc1 (stereo not drawn)
7.1% | 0% | N/C(=N/N=C\c1cccc(O)c1)c1ccccn1
1.2% | 1% | O=C(NCCCO)c1cccc([N+](=O)[O-])c1
2.7%&-7.1% | -1%&0% | C=CCn1c(-c2ccccc2)n[nH]c1=S
5.0% | -9% | CCc1ccccc1NC(=O)CSc1nnc([C@@H](NC(=O)OC(C)(C)C)C(C)CC)o1 (stereo partly drawn)
8.5% | 5% | COc1ccc(-c2cc(C(=O)N(C)Cc3ccccc3)no2)cc1OC
-15% | 1% | Cc1ccc(-c2nc3cc(Cl)ccc3o2)cc1NC(=O)c1ccc(Br)o1
0.8% | -4% | O=c1nc2n(c3ncccc13)CCC2
5.4% | 6% | CN(C)c1ccc(C2N(C)c3ccccc3N2C)cc1
3.0% | -4% | Cc1cc(C(=O)Nc2sc3c(c2C#N)CCC(C)C3)cs1 (stereo not drawn)
1.6% | 1% | CC1(C)CC(=O)C(=Cc2cn(-c3ccccc3)nc2-c2ccccc2)C(=O)C1
-2.2% | -1% | CCOC(=O)C1=C(N)OC2=C(C(=O)CCC2)C1c1ccc(C)cc1C (stereo not drawn)
-2.3% | 3% | Nc1nnc(-c2ccco2)s1
1.1% | -9% | COc1ccc(N2CCN(CCNC(=O)C3CC(=O)N(C4CCCC4)C3)CC2)cc1 (stereo not drawn)
-0.5% | 1% | Cc1c(C(=O)OC(C)C)sc(NC(=O)C2CC2c2ccccc2)c1C#N (stereo not drawn)
-0.8% | 2% | COc1cc(C=O)c(OC)cc1Br
3.3% | -9% | O=S(=O)(NCc1ccc(Cl)cc1)c1cnc[nH]1
5.0% | -16% | COc1ccc(N2CC(C(=O)Nc3ccc(S(=O)(=O)Nc4nc(C)cc(C)n4)cc3)CC2=O)cc1 (stereo not drawn)

Record cards (already shown). Values in the order: Hsp70 displacement | MKP-3 inhibition
Profile of `Nc1nnc(-c2ccco2)s1` : -2.3% | 3%
Profile of `COc1ccc(N2CC(C(=O)Nc3ccc(S(=O)(=O)Nc4nc(C)cc(C)n4)cc3)CC2=O)cc1` (stereo not drawn) : 5.0% | -16%
Profile of `CC1(C)CC(=O)C(=Cc2cn(-c3ccccc3)nc2-c2ccccc2)C(=O)C1` : 1.6% | 1%
Profile of `Cc1c(C(=O)OC(C)C)sc(NC(=O)C2CC2c2ccccc2)c1C#N` (stereo not drawn) : -0.5% | 1%
Profile of `COc1cc(C=O)c(OC)cc1Br` : -0.8% | 2%

(list continues)
Hsp70 displacement | MKP-3 inhibition | Compound
-14% | -2% | Cn1c(O)c(C=NC(C)(CO)CO)c(=O)n(C)c1=S
0.2% | -1% | C/C(=N\NC(=O)COc1ccccc1[N+](=O)[O-])c1ccc(Br)cc1
-3.3% | . | CCCC(=O)Nc1nc2c(c(=O)[nH]1)CCCC2
-0.9% | . | Cc1ccc(SCc2cc(=O)[nH]c(N3CCN(C)CC3)n2)cc1
0.4% | 2% | COc1ccc(C(=O)NN/C(C)=C\C(=O)c2ccccc2)cc1
2.9% | -2%&-2% | COc1ccc(CCNC(=O)C2CC(=O)N(c3ccc(F)cc3)C2)cc1OC (stereo not drawn)
-4.2% | 0% | N/C(=N/O)c1nc(N2CCCC2)nc(N(c2ccccc2)c2ccccc2)n1
-1.7% | . | CCC(=O)Nc1cc(-c2nn(CC(=O)N3CCCCC3)c(=O)c3ccccc23)ccc1N1CCOCC1
2.3% | -6% | C=CCOc1ccccc1CN1CCSCC1
3.2% | 2% | CC(=O)N1c2ccccc2NC2=C(C(=O)CC(c3ccccc3)C2)C1c1cccnc1 (stereo not drawn)
-1.6% | . | COc1nc(Oc2ccc(/C=N/O)cc2)nc(N(C)C)n1
-6.9% | 2% | CCN(CC)CCCOc1ccc(Cl)cc1C
-2.3% | -9% | O=C(CCN1CCN(c2ccccc2)CC1)Nc1ccccc1F
-4.4% | 0% | O=C(NCCN1CCN(c2cccc(Cl)c2)CC1)C1CCCN(S(=O)(=O)c2cnc[nH]2)C1 (stereo not drawn)
-3.0% | 12% | CC(C)(C)c1cn(-c2ccccc2)c(=S)[nH]1
3.8% | 1% | CC1(C)CC(NC(=O)CC#N)CC(C)(C)N1
-5.2% | 5% | Brc1ccc(C2=Nn3c(nnc3-c3n[nH]c4c3CCC4)SC2)cc1
-7.2% | 9% | COc1ccc(C2CC(=O)C3=C(C2)Nc2ccccc2NC3c2ccc(F)c(Br)c2)cc1 (stereo not drawn)
-0.4% | 4% | COc1ccc(/C=C2/SC(=O)N(CC(=O)Nc3ccc(C)c(C)c3)C2=O)cc1OC
0.2% | -16% | COCCn1c(-c2ccccc2)nc(=S)c2c1CC(C)(C)OC2
0.5% | 12% | CN1C(=O)NC(=O)/C(=C/c2ccc(-c3cccc(Cl)c3)o2)C1=O
2.0% | . | COc1ccc(/C=C2/N=C3CCCCCN3C2=O)cc1OC
11% | . | Cc1ccc(S(=O)(=O)c2c(N)n(Cc3ccco3)c3nc4ccccc4nc23)cc1C
0.8% | -10% | Cc1ccc(S(=O)(=O)c2nc(C)oc2NCc2ccccc2)cc1

Reprinted at random: 6 entries already listed.
Hsp70 displacement | MKP-3 inhibition | Compound
3.2% | 2% | CC(=O)N1c2ccccc2NC2=C(C(=O)CC(c3ccccc3)C2)C1c1cccnc1 (stereo not drawn)
3.3% | -9% | O=S(=O)(NCc1ccc(Cl)cc1)c1cnc[nH]1
0.1% | 1% | COc1ccc(NC(=O)CSc2nnc(Cn3c(=O)sc4ccccc43)n2C)cc1OC
0.2% | -16% | COCCn1c(-c2ccccc2)nc(=S)c2c1CC(C)(C)OC2
7.1% | 0% | N/C(=N/N=C\c1cccc(O)c1)c1ccccn1
5.0% | -16% | COc1ccc(N2CC(C(=O)Nc3ccc(S(=O)(=O)Nc4nc(C)cc(C)n4)cc3)CC2=O)cc1 (stereo not drawn)

Later entries.
Hsp70 displacement | MKP-3 inhibition | Compound
-1.1% | 6% | C=CCn1c(SCC(=O)c2cccs2)nnc1-c1cccc(OC)c1
-3.6% | . | Cc1ccnc(NC(=O)CS(=O)(=O)Cc2ccccc2)c1
-4.4% | -6% | O=C(COc1ccccc1Br)NCc1ccco1
-1.1% | -3% | CCCC(=O)C1=C(SCC)CC(C)(C)C(C(=O)OC)C1=O (stereo not drawn)
3.6% | -14% | Cc1cccc(-n2c(SCC(=O)Nc3ccc4c(c3)OCO4)nnc2-c2ccoc2C)c1
2.3% | . | CCC(C(=O)NCc1ccco1)N(C(=O)CNS(=O)(=O)c1ccccc1)C1CCCCC1 (stereo not drawn)
-1.7% | . | CCCOc1ccc(-c2nc(=S)[nH][nH]2)cc1
1.2% | . | Cc1ccc(SCc2[nH]nc3c2C(C(C)C)C(C#N)=C(N)O3)cc1 (stereo not drawn)
-3.2% | 2% | COc1ccccc1/C=C/C=N/NC(=O)CSc1nc2ccccc2n1C
-2.4% | 11% | COC(=O)c1cc(NC(=O)/C=C/c2ccc(Cl)cc2Cl)cc(C(=O)OC)c1
2.2% | -5% | Cc1cc(=O)[nH]c(SCCOc2ccc(Cl)cc2)n1
-4.9% | 0% | Nc1sc2c(c1C(=O)Nc1cccc3ccccc13)CCC2
1.9% | 0% | COc1ccc(C2Nc3ccccc3C(=O)N2Cc2ccco2)cc1OC (stereo not drawn)
. | -10% | Cc1cc(NC(=O)CSc2nc3c(c(=O)n2Cc2ccccc2)SC(C)C3)no1 (stereo not drawn)
0.0% | 2% | Cc1cccc(C)c1NC(=O)CCCOc1ccccc1
3.9% | 1% | CC(C)(C)c1cc(Br)ccc1OCC(=O)Nc1ccccc1Cl
-1.1% | 2% | COc1ccccc1OCCOc1ccc(Br)cc1/C=N/n1cnnc1
-1.8% | 10% | Cc1ccc(N(CC(=O)Nc2cccc3ccccc23)S(=O)(=O)c2ccc(F)cc2)cc1
-4.2% | . | Clc1ccc(OCCCc2nc(-c3ccncc3)no2)c(Cl)c1
1.4% | 0% | O=C1N=C(N2CCOCC2)S/C1=C\c1ccoc1
1.1% | -6% | O=S(=O)(c1ccc(OCC(O)CN2CCC(Cc3ccccc3)CC2)cc1)N1CCOCC1 (stereo not drawn)
5.0% | -3% | Cc1ccc2nc(-c3ccc(NC(=O)c4ccccc4-c4ccccc4C(=O)O)cc3)sc2c1
6.6% | -7% | CC(=O)Nc1ccc(S(=O)(=O)N2CCCN(S(=O)(=O)c3ccc(NC(C)=O)cc3)CC2)cc1
-0.3% | . | Cc1oc2cc3c(C(=O)N4CCN(c5ccccc5)CC4)c(C)oc3cc2c1C(=O)N1CCN(c2ccccc2)CC1
4.8% | 2% | CCc1ccc(NC(=O)C(=O)NCCCN2CCOCC2)cc1
-1.0% | 4% | Cc1c(NC(=O)c2ccc(Br)o2)cccc1-c1nc2ccccc2s1
6.0% | 0% | C/C(CC(=O)Nc1cccc(F)c1)=N\NC(=O)c1ccc(O)cc1O
-0.5% | . | CCOC(=O)c1ccc(N2C(=O)c3n[nH]c(C)c3C2c2ccc(OC)cc2OC)cc1 (stereo not drawn)
7.8% | . | O=C(CN1C(=O)c2ccccc2C1=O)N1CCN(c2nnc(-c3ccccc3)c3ccccc23)CC1
-7.6% | -13% | O=C(c1ccco1)N1CCN(c2ncnc3c(-c4ccccc4)nsc23)CC1
-2.4% | 2% | O=C(c1cccc(Br)c1)N1N=C(C(F)(F)F)CC1(O)c1ccc(Cl)cc1 (stereo not drawn)
-0.7% | . | O=C(Oc1ccc(-c2nnco2)cc1)N1CCOCC1
-0.9% | -5% | CC(C)(C)NC(=O)CSc1nnnn1C(C)(C)C
-0.4% | 2% | Cc1c(OCc2ccc([N+](=O)[O-])cc2)ccc2c3c(c(=O)oc12)CCCC3
2.8% | 0% | COc1ccc(Cl)cc1N1CCN(CCNC(=O)Nc2ccccc2C)CC1
-4.4% | 0% | CCCCN(CCCNC(=O)C1CCCN(S(=O)(=O)CC)C1)Cc1ccccc1 (stereo not drawn)
-1.7% | -2% | Cc1oc(-c2cccc(Cl)c2)nc1CN1CCC(C(=O)N2CCN(c3ccccn3)CC2)CC1
1.1% | -10% | CCCCCn1c(=O)c(C(=O)OCC)c(O)c2ccccc21
4.4% | . | Cc1ccc(Nc2nc(C)cc(C)c2C(N)=O)cc1
-4.0% | -2% | CCOC(=O)c1ccccc1N/C=C(\C#N)C(=O)NCc1ccccc1
-1.7% | 4% | CCOC(=O)c1c(-c2ccccc2)oc2cc(Br)c(O)cc12
1.6% | -6% | CCOc1ccc(C(=O)NCc2cccs2)cc1
-3.8% | -2% | Cc1nc2c(nnn2Cc2ccccc2)c(=O)n1-c1ccccc1
-4.4% | 5% | CCC(=O)CC(O)(c1ccccc1)C(F)(F)C(F)F (stereo not drawn)
-1.4% | -3% | COc1cc(C(=O)Nc2cccc3nsnc23)cc(OC)c1OC
4.7% | -1% | Cc1ccc(C)c(N2C(=O)C3C(C2=O)N2CCCN2C3c2ccccc2)c1 (stereo not drawn)
1.2% | 25% | CCOC(=O)C(C)NC(=O)C(NC(=O)C1CCC(CC)CC1)C(C)C (stereo not drawn)
-1.4% | 1% | O=C(Nc1cccc(C(F)(F)F)c1)c1cc2c(ccc3ccccc32)oc1=O

These rows are one share of the data; the hit share may differ from the screen's.
